OXTR ag = human OXTR agonism; P30559; CHO-OTR cells, Fluo-8 calcium fluorescence; normalized: DMSO 0%, oxytocin 100%; activation, % at 3 µM; 0.32% of 320,000 active; AID 2435;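 active means activation above the mean of all tested compounds plus 3 SD, cutoff set per screening run, cut at about 20% in these data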;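 further: peak over basal fluorescence ratio from a 100 s FLIPR kinetic read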
Target sequence (P30559 whole entry, looked up): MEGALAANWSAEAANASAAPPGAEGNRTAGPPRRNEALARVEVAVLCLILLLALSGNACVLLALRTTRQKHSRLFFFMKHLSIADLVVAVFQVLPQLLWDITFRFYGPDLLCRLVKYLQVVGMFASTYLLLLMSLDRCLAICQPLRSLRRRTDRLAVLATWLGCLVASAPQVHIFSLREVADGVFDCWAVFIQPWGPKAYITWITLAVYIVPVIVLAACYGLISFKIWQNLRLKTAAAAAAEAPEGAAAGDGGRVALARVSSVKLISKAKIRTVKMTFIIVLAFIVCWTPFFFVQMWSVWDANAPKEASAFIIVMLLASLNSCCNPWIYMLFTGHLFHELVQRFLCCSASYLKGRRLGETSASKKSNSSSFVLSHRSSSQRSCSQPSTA
HCV NS3 hel inh = inhibitors of Hepatitis C virus NS3 helicase; NS3 helicase DNA unwinding, Cy5 molecular beacon fluorescence; inhibition, % at 10.9 µM; 0.56% of 290,000 active;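 active means inhibition above the mean of all tested compounds plus 3 SD, set per campaign, cut at about 35% in these data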;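 further: 0% = DMSO wells and 100% = thioflavine S control wells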
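assay system = NS3 helicase fragment of HCV | buffer or medium = MOPS pH 6.5, MgCl2, DTT, Tween20, BSA | timing = 60 min unwinding reaction at 25 °C after ATP addition | signal = Cy5 beacon fluorescence read at start and 1 h | read-out basis = % inhibition of unwinding | control set = low DMSO, high thioflavine S at 110 µM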
IMP-1 inh = blocks Pseudomonas aeruginosa IMP-1 metallo-beta-lactamase | purified IMP-1, nitrocefin hydrolysis, epi-absorbance fluorescence | inhibition, % at 5.6 µM | 0.45% of 290,000 active | AID 1556;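 active means inhibition above the mean plus 3 SD of all compounds in the same screening run, cut at about 4.5% in these data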;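 further: 0% = IMP-1 with DMSO and 100% = DMSO wells lacking enzyme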
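assay system = purified recombinant IMP-1 metallo-beta-lactamase enzyme | schedule = 15 min preincubation plus 25 min reaction at 25 °C | signal = Epi-absorbance fluorescence, 480 nm excitation, 530 nm emission | read-out basis = percent inhibition from optical density relative to buffer-blank wells | controls = IMP-1 with DMSO as 0%, enzyme-free DMSO as 100%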
VIM-2 inh = blocks Pseudomonas aeruginosa VIM-2 metallo-beta-lactamase | purified VIM-2, nitrocefin hydrolysis, epi-absorbance fluorescence | inhibition, % at 5.6 µM | 0.89% of 290,000 active | AID 1527;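 active means inhibition above the mean of all tested compounds plus 3 SD, cutoff set per screening run, cut at about 7.5% in these data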;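 further: red hydrolysis product quenches plate fluorescence so inhibitors raise well fluorescence; 0% = enzyme with DMSO and 100% = DMSO without enzyme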
V1aR counter = counter-screen for oxytocin receptor agonists: human V1a receptor agonists; 0.25% of 320,000 active; AID 2797; CHO-V1R cells, Fluo-8 calcium fluorescence, agonist mode; 0% DMSO, 100% 3 nM vasopressin; P37288; activation, % at 3 µM;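 active means activation above the mean activation of all tested compounds plus 3 SD, per screening run, cut at about 20% in these data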;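 further: signal is peak over basal fluorescence ratio across a 100 second FLIPR read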
GPR7 antag = blocks human GPR7 receptor signaling; P48145; GPR7-expressing cells, fluorescence antagonist assay; inhibition, % at 4.4 µM; AID 1861; 1.1% of 290,000 active; in the data active means inhibition above about 16%, passing the limit was not always enough;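 further: cells stimulated with the agonist NPW; 0% = agonist with vehicle and 100% = vehicle without agonist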
Target sequence (P48145 whole entry, looked up): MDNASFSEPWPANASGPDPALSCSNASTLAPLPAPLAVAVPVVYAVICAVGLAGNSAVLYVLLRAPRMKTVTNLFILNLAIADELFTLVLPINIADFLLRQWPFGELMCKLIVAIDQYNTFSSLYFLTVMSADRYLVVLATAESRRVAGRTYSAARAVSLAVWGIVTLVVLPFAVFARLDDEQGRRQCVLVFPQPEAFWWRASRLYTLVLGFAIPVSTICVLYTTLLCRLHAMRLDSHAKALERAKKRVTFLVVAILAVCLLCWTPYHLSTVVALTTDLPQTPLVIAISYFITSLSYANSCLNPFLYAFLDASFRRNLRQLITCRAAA
PHOSPHO1 block = PHOSPHO1 (human) inhibition. Q8TCT1. recombinant PHOSPHO1, absorbance phosphatase assay. inhibition, % at 13.3 µM. 1.1% of 290,000 active. AID 1565; in the data active means inhibition above about 60%
GalR3 antagonist = human GalR3 antagonism; O60755; HEK293 GalR3-CNG cAMP membrane potential fluorescence; galR3 body fused to GalR1 C-terminus; inhibition, % at 3 µM; 0.44% of 360,000 active;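 active means inhibition above the screen-wide average plus 3 SD, cut at about 13% in these data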;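 further: forskolin and galanin both at EC90 stimulate the cells; cAMP rise reported by CNG channel membrane potential dye signal; 0% = forskolin plus galanin with DMSO and 100% = forskolin alone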
Target sequence (O60755 1-299 limits assumed): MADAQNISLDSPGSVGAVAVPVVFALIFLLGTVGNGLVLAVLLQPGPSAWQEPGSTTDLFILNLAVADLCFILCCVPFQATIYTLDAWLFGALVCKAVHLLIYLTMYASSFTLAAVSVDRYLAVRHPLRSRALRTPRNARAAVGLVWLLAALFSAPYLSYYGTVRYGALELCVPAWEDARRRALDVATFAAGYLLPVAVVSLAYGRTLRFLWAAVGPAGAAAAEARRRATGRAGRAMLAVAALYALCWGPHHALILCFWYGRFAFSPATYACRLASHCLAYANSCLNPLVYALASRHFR
FID counter = fluorescent intercalator displacement, NS3 helicase counter-screen; DNA fluorescent intercalator displacement, fluorescence; inhibition, % at 7.9 µM; 0.17% of 290,000 active; AID 1845; in the data active means inhibition above about 37%;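 further: 0% = vehicle and 100% = reference compound; higher means more ethidium bromide displaced from hairpin DNA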
An asterisk follows results filed as active.

Preview:
For Cc1c(C#N)c(SCC(N)=O)nc2c1CCCC2 the results were OXTR ag -0.9, HCV NS3 hel inh 1.7, IMP-1 inh -5.2, VIM-2 inh -1.6, V1aR counter -0.3, GPR7 antag -5.3, PHOSPHO1 block -3.5, GalR3 antagonist -3.1 and FID counter -1.4.
`O=C(NCCc1ccc(F)cc1)Nc1ccccc1Cl` gave HCV NS3 hel inh 6.0, IMP-1 inh 1.9, VIM-2 inh 0.5, GPR7 antag -7.7, PHOSPHO1 block 32.2, GalR3 antagonist -1.8 and FID counter -11.5.

The list itself, previewed entries included:
For Cc1c(C#N)c(SCC(N)=O)nc2c1CCCC2 the results were OXTR ag -0.9, HCV NS3 hel inh 1.7, IMP-1 inh -5.2, VIM-2 inh -1.6, V1aR counter -0.3, GPR7 antag -5.3, PHOSPHO1 block -3.5, GalR3 antagonist -3.1 and FID counter -1.4.
`O=C(NCCc1ccc(F)cc1)Nc1ccccc1Cl` gave HCV NS3 hel inh 6.0, IMP-1 inh 1.9, VIM-2 inh 0.5, GPR7 antag -7.7, PHOSPHO1 block 32.2, GalR3 antagonist -1.8 and FID counter -11.5.
For O=C(C1CCC1)N1CCc2cc(S(=O)(=O)NCCCN3CCCCC3)ccc21 the results were OXTR ag 0.1, HCV NS3 hel inh -14.8, IMP-1 inh 0.3, VIM-2 inh 1.3, V1aR counter 0.7, GPR7 antag 2.1, PHOSPHO1 block 34.1, GalR3 antagonist 6.8 and FID counter 4.4.
For O=C(CN1C(=O)C2C3C=CC(C3)C2C1=O)NCc1ccccc1 (stereo unspecified) the results were OXTR ag -0.8, HCV NS3 hel inh 0.9, IMP-1 inh 3.0, VIM-2 inh -4.8, V1aR counter -0.3, GPR7 antag -1.8, PHOSPHO1 block 6.6, GalR3 antagonist -2.6 and FID counter 1.0.
Screening CCOC(=O)N1CCN(S(=O)(=O)c2ccc3c4c(cccc24)C(=O)N3)CC1 returned OXTR ag 1.4, HCV NS3 hel inh 6.5, IMP-1 inh -0.1, VIM-2 inh -0.3, V1aR counter 2.4, GPR7 antag -6.6, PHOSPHO1 block 2.9, GalR3 antagonist -1.4 and FID counter -10.7.
For COc1cc(CN(C(=S)NCC(=O)NC2CC2)C2CCCC2)cc(OC)c1OC the results were OXTR ag 0.6, HCV NS3 hel inh 5.7, IMP-1 inh -4.4, VIM-2 inh -0.8, V1aR counter 1.1, GPR7 antag -2.9, PHOSPHO1 block -8.8, GalR3 antagonist -4.8 and FID counter -29.8.
Screening CC(C)C[C@H](NC(=O)[C@@H]1Cc2ccccc2CN1)C(=O)Nc1ccc(C(C)C)cc1 returned OXTR ag 1.8, HCV NS3 hel inh -34.5, IMP-1 inh -0.2, VIM-2 inh -2.5, V1aR counter 3.0, GPR7 antag -4.9, PHOSPHO1 block 4.7, GalR3 antagonist 0.1 and FID counter 22.2.
For Cc1ccc(C(=O)NCCNC(=O)COc2ccc(Cl)cc2)cn1 the results were OXTR ag 0.1, HCV NS3 hel inh 0.0, IMP-1 inh -3.6, VIM-2 inh -2.0, V1aR counter 0.4, GPR7 antag -7.2, PHOSPHO1 block 40.9, GalR3 antagonist -6.8 and FID counter -5.4.
For COC(=O)c1cc(C(=O)N2CCOCC2)cc([N+](=O)[O-])c1 the results were OXTR ag 0.3, HCV NS3 hel inh 1.0, IMP-1 inh -3.1, VIM-2 inh -4.7, V1aR counter -0.3, GPR7 antag -20.8, PHOSPHO1 block -8.2, GalR3 antagonist -4.5 and FID counter -2.9.
Screening CC(=O)NCCc1ccc(S(=O)(=O)N(C)C2CCS(=O)(=O)C2)cc1 (stereo unspecified) returned OXTR ag 0.6, HCV NS3 hel inh -1.3, IMP-1 inh -2.3, VIM-2 inh -0.2, V1aR counter 1.4, GPR7 antag -3.2, PHOSPHO1 block -6.1, GalR3 antagonist -5.7 and FID counter -4.0.
Screening COc1cccc(/C=N/NC(=S)Nc2cccc(C(=O)O)c2)c1 returned OXTR ag -0.8, HCV NS3 hel inh 7.0, IMP-1 inh -2.3, VIM-2 inh 9.1*, V1aR counter 0.1, GPR7 antag -4.7, PHOSPHO1 block 27.7, GalR3 antagonist -5.8 and FID counter -12.7.
`Cc1oc(-c2ccccc2F)nc1CS(=O)CC(=O)NCc1ccc(Cl)cc1` (stereo unspecified) gave OXTR ag 0.0, HCV NS3 hel inh -2.9, IMP-1 inh -1.6, VIM-2 inh -2.4, V1aR counter 1.8, GPR7 antag -12.2, PHOSPHO1 block 59.8, GalR3 antagonist -6.9 and FID counter -55.8.
For CN(Cc1n[nH]c(=S)n1C)S(=O)(=O)c1ccccc1 the results were OXTR ag 0.9, HCV NS3 hel inh -0.2, IMP-1 inh -4.4, VIM-2 inh -1.2, V1aR counter 1.1, GPR7 antag -9.1, PHOSPHO1 block -133.0, GalR3 antagonist -0.1 and FID counter -6.3.
Screening CC(C)C1O/C(=N/C(=O)Nc2ccc(Cl)c(Cl)c2)NC1=O (stereo unspecified) returned OXTR ag 5.5, HCV NS3 hel inh 1.0, IMP-1 inh -2.0, VIM-2 inh -0.5, V1aR counter 8.4, GPR7 antag 17.2, PHOSPHO1 block -18.2, GalR3 antagonist 1.5 and FID counter 4.3.
O=C(COC(=O)C1CCCO1)Nc1cccc(C(F)(F)F)c1 (stereo unspecified) was read as OXTR ag 1.8, HCV NS3 hel inh -0.8, IMP-1 inh -4.5, VIM-2 inh -4.0, V1aR counter 1.5, GPR7 antag -0.9, PHOSPHO1 block -3.7, GalR3 antagonist -3.8 and FID counter -0.8.
Screening CC(C)(C)NC(=O)CN(C(=O)C1(C)CC(=O)N=C2C=CC=CN21)C1CCCC1 (stereo unspecified) returned OXTR ag 1.1, HCV NS3 hel inh 0.0, IMP-1 inh 0.1, VIM-2 inh -1.0, V1aR counter 0.8, GPR7 antag 3.3, PHOSPHO1 block 13.5, GalR3 antagonist -3.4 and FID counter -1.0.
Screening CSc1cccc(NC(=O)CN(C)S(=O)(=O)c2ccccc2)c1 returned OXTR ag 2.4, HCV NS3 hel inh -6.5, IMP-1 inh -3.9, VIM-2 inh -4.0, V1aR counter 2.7, GPR7 antag -15.7, PHOSPHO1 block 8.7, GalR3 antagonist -3.1 and FID counter -4.9.
Screening CC1=C(C)CC(C(=O)NCc2ccccc2F)C(C(=O)O)C1 (stereo unspecified) returned OXTR ag 0.0, HCV NS3 hel inh -5.2, IMP-1 inh -3.9, VIM-2 inh -2.6, V1aR counter 0.1, GPR7 antag -3.7, PHOSPHO1 block -41.6, GalR3 antagonist -6.7 and FID counter -5.6.
For COc1ccccc1N(CC(=O)NCCSC(C)(C)C)S(C)(=O)=O the results were OXTR ag 1.4, HCV NS3 hel inh 2.6, IMP-1 inh -3.0, VIM-2 inh -0.8, V1aR counter -0.2, GPR7 antag 5.1, PHOSPHO1 block -2.2, GalR3 antagonist -1.8 and FID counter 16.4.
`COc1ccccc1C(=O)NCCCNc1ccc([N+](=O)[O-])cc1` gave OXTR ag -2.2, HCV NS3 hel inh -4.4, IMP-1 inh -1.7, VIM-2 inh 0.4, V1aR counter 1.3, GPR7 antag 17.1, PHOSPHO1 block -8.8, GalR3 antagonist 0.8 and FID counter 1.0.
Screening Cc1nnc2n(CCc3ccccc3)c(=O)c3c4c(sc3n12)CCCC4 returned HCV NS3 hel inh 0.1, IMP-1 inh -2.6, VIM-2 inh -0.2, GPR7 antag -8.9 and FID counter -1.6.
CCN(CC(=O)Nc1ccc(OC)cc1)CC(=O)Nc1cccc(C#N)c1 was read as OXTR ag 0.1, HCV NS3 hel inh 22.5, IMP-1 inh -2.1, VIM-2 inh -2.7, V1aR counter 3.8, GPR7 antag 5.5, PHOSPHO1 block 9.8, GalR3 antagonist -6.5 and FID counter -12.3.
`COc1ccc(NC(=O)C2CC(=O)OC2(C)C)cc1` (stereo unspecified) gave OXTR ag 0.8, HCV NS3 hel inh 7.0, IMP-1 inh -2.9, VIM-2 inh -6.2, V1aR counter -0.4, GPR7 antag -8.4, PHOSPHO1 block -6.1, GalR3 antagonist 0.0 and FID counter -1.2.
`O=C(NCc1ccco1)/C(=C/C=C\c1ccccc1)NC(=O)c1ccc(Br)o1` gave OXTR ag -0.2, HCV NS3 hel inh 3.7, IMP-1 inh -0.9, VIM-2 inh -5.3, V1aR counter 0.5, GPR7 antag -2.6, PHOSPHO1 block 7.2, GalR3 antagonist -4.6 and FID counter -20.0.
`O=C(CSc1cn[nH]n1)Nc1ccc(Cl)cc1Cl` gave OXTR ag 1.2, HCV NS3 hel inh -8.8, IMP-1 inh -2.3, VIM-2 inh 2.5, V1aR counter 0.5, GPR7 antag -10.8, PHOSPHO1 block 17.4, GalR3 antagonist -9.5 and FID counter -9.8.
Screening COc1ccc(NC(=O)CSc2nnc(NC(=O)C3CC3)s2)cc1OC returned OXTR ag 1.0, HCV NS3 hel inh 3.3, IMP-1 inh -4.5, VIM-2 inh -4.0, V1aR counter 0.5, GPR7 antag -10.0, PHOSPHO1 block 27.6, GalR3 antagonist 0.7 and FID counter -10.7.
CCOC(=O)c1sc(=NC(=O)c2ccc(Cl)s2)n(C)c1C was read as OXTR ag 0.0, HCV NS3 hel inh -1.8, IMP-1 inh 0.3, VIM-2 inh 1.1, V1aR counter 1.1, GPR7 antag 2.0, PHOSPHO1 block -0.2, GalR3 antagonist -2.8 and FID counter -6.9.
`CCCCN(C(=O)CSc1nnc(Nc2ccccc2)s1)c1c(N)n(CCC)c(=O)[nH]c1=O` gave OXTR ag -0.1, HCV NS3 hel inh -7.0, IMP-1 inh -2.6, VIM-2 inh -1.2, V1aR counter -0.7, GPR7 antag -9.5, PHOSPHO1 block -34.8, GalR3 antagonist -3.0 and FID counter -31.2.
`COc1ccc(Cc2nnc(NC(=O)c3c(-c4ccccc4)noc3C)s2)cc1OC` gave OXTR ag -0.6, HCV NS3 hel inh -13.8, IMP-1 inh -1.5, VIM-2 inh -2.5, V1aR counter 1.0, GPR7 antag 0.3, PHOSPHO1 block -14.5, GalR3 antagonist -1.2 and FID counter -27.2.
Screening COc1ccc(C(=O)n2cnnc2N)cc1 returned OXTR ag -0.3, HCV NS3 hel inh -6.0, IMP-1 inh -1.2, VIM-2 inh -3.2, V1aR counter -0.2, GPR7 antag 5.3, PHOSPHO1 block -2.7, GalR3 antagonist -2.1 and FID counter 0.5.
Screening CC(C)(C)C(=O)COC(=O)CNC(=O)c1ccc(Oc2ccccc2)cc1 returned OXTR ag 2.9, HCV NS3 hel inh 0.5, IMP-1 inh -4.2, VIM-2 inh -3.5, V1aR counter 3.6, GPR7 antag 5.2, PHOSPHO1 block 13.5, GalR3 antagonist -7.1 and FID counter -29.0.
For COc1ccc(NC(=O)CSc2nnnn2C2CC3C=CC2C3)cc1 (stereo unspecified) the results were OXTR ag 0.3, HCV NS3 hel inh 2.4, IMP-1 inh -2.6, VIM-2 inh -2.4, V1aR counter 2.0, GPR7 antag -8.9, PHOSPHO1 block 43.7, GalR3 antagonist -6.3 and FID counter -26.8.
For CC(Cc1ccccc1)NC(=O)CCCN1C(=O)c2ccccc2C1=O (stereo unspecified) the results were OXTR ag -0.1, HCV NS3 hel inh 1.0, IMP-1 inh -3.7, VIM-2 inh -2.6, V1aR counter 0.1, GPR7 antag -13.0, PHOSPHO1 block 35.1, GalR3 antagonist -9.5 and FID counter -15.7.

High-throughput results: PubChem, several laboratories
